Compound activity deposited in PubChem by National Center for Advancing Translational Sciences (NCATS).
GoLoco inh red = RGS12 GoLoco-Gai1 interaction inhibition. AID 880. Gai1:RGS12 GoLoco peptide FP, rhodamine, 10 min. 0.44% of 230,000 active. P63096. Potency, µM (top dose mostly 61.6 µM), inactives show at the highest dose activity, negative = inhibition, actives largely listed as inhibitors; active = well fitted inhibition curve with a large enough effect, not every such curve was filed as active; inactive = no such curve, though single readings can be large or run the other way; also: % is scaled to controls: 0 for no effect and ±100 for the full control effect; nearly all actives have a fitted effect of over 30% in size; many of its hits are not listed in these tables
RECQ1 inh = RECQ1 (human) helicase inhibition. RECQ1 DNA unwinding, red fluorescence kinetic read. AID 2549. 0.54% of 240,000 active. Potency, µM (top dose mostly 57.3 µM), inactives show at the top dose activity, negative = inhibition, actives largely listed as inhibitors;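 also: plate controls were vehicle for no effect and no enzyme for full effect; nearly all actives have a fitted effect of over 30% in size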
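RECQ1T1 50 nM; forked duplex (20 bp + 30-nt ss tails) 200 nM, ATP 2 mM final; pH 8.0, 2 mM MgCl2, 2.5 ug/ml poly(dI-dC); 15 min compound preincubation; discontinuous kinetic read over 2 h at RT.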
KDM4E inh = JMJD2E (human) inhibition; B2RXH2; JMJD2E catalytic domain, FDH-coupled NADH fluorescence (FDH is formaldehyde dehydrogenase); Potency, µM (titrated, usually from 57.1 µM), without a hit: at the top dose activity change, negative = inhibition, actives largely listed as inhibitors; 1.6% of 230,000 active; active = well fitted inhibition curve with a large enough effect, not every such curve was filed as active; inconclusive = small, poorly fitted or top-dose-only effect, or another doubt; inactive = no such curve, though single readings can be large or run the other way;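 also: 0% = wells with enzyme and -100% = buffer wells without enzyme; nearly all actives have a fitted effect of over 50% in size; many of its hits are not listed in these tables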
Target sequence (B2RXH2 1-337 limits assumed): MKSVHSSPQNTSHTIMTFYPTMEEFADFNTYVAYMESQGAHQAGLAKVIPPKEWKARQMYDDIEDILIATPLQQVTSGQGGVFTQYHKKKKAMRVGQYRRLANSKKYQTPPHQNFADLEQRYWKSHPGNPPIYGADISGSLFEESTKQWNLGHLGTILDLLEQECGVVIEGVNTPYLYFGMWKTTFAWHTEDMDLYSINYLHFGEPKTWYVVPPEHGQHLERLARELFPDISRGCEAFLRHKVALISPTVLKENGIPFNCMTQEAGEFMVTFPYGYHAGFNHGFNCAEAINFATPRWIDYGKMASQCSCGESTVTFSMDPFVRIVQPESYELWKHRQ
ALDH1A1 inh = blocks purified human ALDH1A1 activity; Purified ALDH1A1, NADH fluorescence, propionaldehyde substrate; P00352; 7.3% of 220,000 active; Potency, µM (highest dose often 75.3 µM), without a hit: at the highest dose activity, negative = inhibition, actives largely listed as inhibitors; AID 1030; active = well fitted inhibition curve with a large enough effect, not every such curve was filed as active; inconclusive = small, poorly fitted or top-dose-only effect, or another doubt; inactive = no such curve, though single readings can be large or run the other way;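 also: plate controls were no enzyme wells and a reference inhibitor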
TRb SRC2 PPI = TRbeta-SRC2 interaction inhibition; TRbeta-SRC2 peptide binding, fluorescence polarization; receptor liganded with 1 µM T3; Potency, µM (top dose mostly 106 µM), for the others: top-dose activity change, negative = inhibition, actives largely listed as inhibitors; 0.065% of 280,000 active; P10828;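 also: plate controls were bound peptide for no effect and peptide without receptor for full effect; nearly all actives have a fitted effect of over 50% in size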
Target sequence (P10828 whole entry, looked up): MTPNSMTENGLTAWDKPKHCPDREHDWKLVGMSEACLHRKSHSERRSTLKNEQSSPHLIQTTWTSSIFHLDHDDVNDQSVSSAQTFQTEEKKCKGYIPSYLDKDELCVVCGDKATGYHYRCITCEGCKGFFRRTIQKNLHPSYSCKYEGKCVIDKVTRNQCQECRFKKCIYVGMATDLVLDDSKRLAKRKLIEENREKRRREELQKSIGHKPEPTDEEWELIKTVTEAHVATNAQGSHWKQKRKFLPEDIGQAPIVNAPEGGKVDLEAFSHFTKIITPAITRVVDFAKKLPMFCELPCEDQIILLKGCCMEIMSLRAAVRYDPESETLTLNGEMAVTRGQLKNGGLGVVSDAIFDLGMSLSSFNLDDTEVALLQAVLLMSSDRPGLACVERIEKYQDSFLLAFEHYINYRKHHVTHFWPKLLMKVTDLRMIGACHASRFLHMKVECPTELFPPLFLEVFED
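Polarization signal, normalized between peptide-alone and full complex controls, measured compound effects on T3-liganded human TRb LBD (0.6 uM) binding 20 nM Texas Red SRC2 peptide after 5 hr.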
LMNA splice mod = LMNA splicing modulation; Potency, µM (series often up to 46.1 µM), without a hit: top-dose ratio change, negative = inhibition, most hits filed as inhibitors; AID 1487; HeLa LMNA splicing GFP/RFP minigene ratio, 48 h; 0.01% of 200,000 active; active = well fitted inhibition curve with a large enough effect in the signal ratio, with a control signal flat, not every such curve was filed as active; inconclusive = small, poorly fitted or top-dose-only effect, or effect the other way, or a change in a side signal; the % refers to the signal ratio; also: % is scaled to controls: 0 for no effect and ±100 for the full control effect
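S3 HeLa stable clones carrying a lamin A-EGFP splicing minigene plus DsRed2 were seeded at 600 cells/well in Opti-MEM with 2% FBS, pin-dosed and incubated 48 h at 37°C. Acumen cytometry (488 nm) gave the GFP/RFP total-intensity ratio.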
TexasRed fluor = Texas Red fluorescence interference in TRb-SRC2 counter-screen | Potency, µM (highest dose often 106 µM), for inactives: at the top dose fluorescence change, negative = quenching | TRb/SRC2 Texas Red total fluorescence interference | AID 1479 | 0.29% of 280,000 active; active = well fitted curve in either direction with a large enough effect; inconclusive = small, poorly fitted or top-dose-only effect; also: % is scaled to controls: 0 for no effect and ±100 for the full control effect
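Human TRβ ligand-binding domain (0.6 uM) and Texas Red SRC2 peptide (20 nM) in Tris buffer with 1 uM T3 and 5% DMSO were incubated with pinned compound for 5 hr at ambient temperature. Total fluorescence was computed as S + 2P (555/632 nm).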
SMN2 splice enh = enhancers of SMN2 splice variant expression. HEK293 SMN2-luciferase splicing reporter, luminescence, 30-36 h. 2.8% of 210,000 active. AID 1458. Potency, µM (series often up to 46.1 µM), inactives show at the top dose activity change, positive = activation, hits mostly activators; also: % of control where 0% means no effect; nearly all actives have a fitted effect of over 55% in size
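qHTS luciferase splicing reporter: luminescence rises when SMN2 exon 7 is included in transfected HEK293 cells. Compound exposure lasted 30-36 h at 37C, with 4.5 mM final sodium butyrate as control, followed by a ONE-Glo read.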
* marks the source's active call; other numbers are inactive results; i = inactive; ? = inconclusive; / = no result given; & = joins results of further samples; [ ] = remark or other dose. Unless noted, calls follow the shape of the dose curve; as a rule, active = well fitted curve in the direction sought with a large enough effect; inconclusive = small, poorly fitted or top-dose-only effect, or another doubt; inactive = no such curve, though single readings can be large; an effect the other way counts as inactive or inconclusive. Potency is read from the fitted curve at half-maximal effect. Only part of the results is shown, so the mix of outcomes need not match the whole.

SMILES	GoLoco inh red	RECQ1 inh	KDM4E inh	ALDH1A1 inh	TRb SRC2 PPI	LMNA splice mod	TexasRed fluor	SMN2 splice enh
Cc1cc(NS(=O)(=O)c2ccc(NC(=O)Nc3cccc(Cl)c3)cc2)no1	20%	19%	0%	-2%	-2%	12%	-2%	7%
COc1ccccc1-n1c(-c2cn(C)nc2C)n[nH]c1=S	0%	-4%	1%	?	5%	6%	-1%	-9%
S=C(Nc1ccccn1)Nc1ccccc1Cl	-7%	i	-6%	1%	4%	/	-3%	/
CC(=O)c1ccc(Nc2c3c(nc4ccccc24)CCCC3)cc1	6%	9%	-26%	/	1%	/	-2%	/
NC(=O)c1nn(-c2ccc(Cl)cc2Cl)c(=O)cc1O	-6%	9%	-21%	19%	-4%	/	-2%	5%
O=C(NCc1cccnc1)C1CCCN(S(=O)(=O)c2cccc3nsnc23)C1 (configuration not stated)	-6%	-1%	17%	5%	-3%	-4%	-3%	-37%[inhibitor]
O=C(COC(=O)C1CCN(S(=O)(=O)c2cccs2)CC1)Nc1ccc(F)cc1F	-5%	i	-4%	/	0%	/	-1%	/
COCCCNC(=S)N1CCC(C(=O)c2ccc3c(c2)OCCO3)CC1	8%	8%	-10%	1%	-7%	/	-1%	-32%[inhibitor]
CC(=O)Nc1ccccc1OCC(=O)NCCC1=CCCCC1	7%	-4%	-7%	4%	-4%	?	-1%	-19%
CCOC(=O)C1(CCCc2ccccc2)CCN(C(=O)c2cnc(C)cn2)CC1	13%	-15%	2%	4.5µM*	3%	/	-7%	/
CC(C)Oc1ccc(C(=O)Nc2ccc([N+](=O)[O-])cc2)cc1	14%	i	9%	3%	-5%	/	2%	17%
O=C(N/N=C1\CCCc2ccccc21)c1cccc([N+](=O)[O-])c1	6%	-5%	13%	?	1%	3%	-2%	-29%
CC[C@H](C)[C@H](NC(N)=O)C(=O)Nc1ccc(C)cc1	-16%	-22%	?	-15%	3%	-16%	-2%	20%
Cc1ccnc(SCC(=O)N2CCN(c3ccccc3)CC2)n1	-2%	2%	0%	?	5%	-3%	-9%	-12%
Cc1nn(C)c2ncc(C(N)=O)c(Oc3ccc(Cl)cc3)c12	-5%	i	?	11%	-6%	?	-5%	/
CCc1ccc(NC(=O)CNC(=O)c2cn(-c3ccccc3OC)c(=O)c3ccccc23)cc1	-34%	-10%	-3%	?	-21%	5%	-1%	-8%
O=C(Cn1ccc(=O)[nH]c1=O)NCCO	3%	-8%	5%	16%	-1%	?	-6%	14%
COc1cc(C2=NOC(C(=O)Nc3cccnc3)C2)cc(OC)c1OC (configuration not stated)	7%	-8%	2%	9%	-3%	/	2%	-11%
O=C(Nc1ccc(Cl)cc1C(=O)N1CCOCC1)c1cccc([N+](=O)[O-])c1	4%	i	-1%	7%	8%	?	4%	7%
COc1cc(C(O)P(=O)(OCC(C)C)OCC(C)C)cc(OC)c1OC (configuration not stated)	14%	-1%	-6%	5%	6%	2%[0.0737 µM]	-1%	8%
O=C(/C=C/c1ccccc1)N1c2ccccc2Sc2ccc(C(F)(F)F)cc21	0%	-7%	-5%	2%	1%	?	-1%	-29%
COC(=O)c1ccccc1NC(=O)C/C(C)=N/NC(=O)CC#N	55%	-12%	-3%	-1%	6%[53 µM]	/	-2%[53 µM]	/
Cc1cc(C)cc(OCC(=O)Nc2ccc3c(c2)OCCO3)c1	15%	-3%	-6%	?	-6%	/	0%	-17%
CC(=O)Nc1cccc(OCCCNC(=O)c2ccc(F)cc2)c1	2%	2%	5%	10%	1%	/	-4%	/
Cc1ccc(-c2nnc(COc3cccc(-n4cnnn4)c3)o2)cc1	-10%	-2%	7%	3%	1%	4%	-4%	-10%
SMILES	GoLoco inh red	RECQ1 inh	KDM4E inh	ALDH1A1 inh	TRb SRC2 PPI	LMNA splice mod	TexasRed fluor	SMN2 splice enh
CCOC(=O)C1=C(C)N=C2SC(CC)C(=O)N2C1c1cccc(F)c1 (configuration not stated)	2%	-4%	-1%	?	3%	1%	1%	-19%
O=C(OCc1ccccc1)C1CCCN1C(=O)c1ccccc1[N+](=O)[O-] (configuration not stated)	-12%	-6%	-21%	?	11%	5%	0%	22%
COc1ccc2[nH]c3nc(SCC(=O)Nc4ccc5c(c4)OCO5)nnc3c2c1	28%	-3%	0%	-9%	9%	18%	2%	0%
CCc1c(C)nc2ncnn2c1Nc1ccc(C#N)c(Cl)c1	-11%	-6%	0%	-9%	-21%	-7%	0%	-24%
C[C@H](O/N=C1/[C@H]2O[C@@H]2[C@@H](O)[C@H]2[C@H]1CCn1c(=O)n(-c3ccccc3)c(=O)n12)c1cn([C@H](CO)Cc2ccccc2)nn1	/	i[11.5 µM]	/	-1%&-13%[13.5 µM]	-1%&3%[11.2 µM]	/	-7%&0%[11.2 µM]	/
COc1cccc(C(=O)OC2CCCN(C)C2)c1 (configuration not stated)	7%	-5%	-7%	?	-17%	-3%	-1%	9%
O=C(NCCc1ccccc1)c1nc2ncccn2n1	8%	-11%	3%	3%	3%	8%	2%	9%
O=C(O)CCCCCN1C(=O)/C(=C\c2ccc(-c3ccc(Cl)cc3)o2)SC1=S	22%	1%	5%	/	-3%	/	0%	/
OC(COCC1COc2ccccc2O1)CN1CCc2ccccc2C1 (configuration not stated)	1%	-17%	-8%	7%	-4%	-19%	0%	-12%
COc1ccccc1Nc1nc(N)nc(CSC(=S)N2CCOCC2)n1	8%	-7%	-3%	/	0%	/	1%	/
CN1CCN(c2nc(-c3ccccc3)cc(C(F)(F)F)n2)CC1	2%	-9%	232%	3%	-12%	4%	-3%	2%
CCOC(=O)Nc1ccc2c(c1)ncn2C1CCCCC1	5%	-3%	-2%	?	2%	-11%	-3%	22%
COc1cc(CO)ccc1Oc1nc2ccccc2n2cnnc12	6%	-3%	-3%	/	-9%	/	-1%	/
NS(=O)(=O)c1ccc(CCNS(=O)(=O)c2ccc(Cl)nc2)cc1	8%	6%	2%	/	-1%	/	0%	/
COC(=O)c1cccc(NC(=O)CN2CCOCC2)c1	-4%	-3%	3%	?	-6%	1%	2%	-11%
Cc1ccc(NC(=O)C2CCCN(S(=O)(=O)c3c(C)noc3/C=C/N(C)C)C2)cc1F (configuration not stated)	3%	-15%	-8%	?	2%	?	-3%	-18%
Cc1ccc(S(=O)(=O)NCc2nnc(SCC(=O)Nc3cccc(C)c3C)n2C)cc1	3%	-8%	2%	7%	1%	0%	0%	-5%
COc1ccccc1C1CC(c2ccc(C)cc2)Nc2ncnn21 (configuration not stated)	6%	-5%	-3%	-8%	-6%	-12%	1%	-15%
O=C(/C=C/c1ccc(O)c(O)c1)c1ccc(S(=O)(=O)N2CCCCCC2)cc1	6%	-10%	28µM*	?	?	?	-13%	-4%
O=C(NNc1c(Cl)cccc1Cl)c1sccc1Cl	1%	0%	-7%	/	-8%	/	0%	/
COC(=O)/C(C#N)=C1/C=Cc2ccccc2N1	6%	i	7%	-1%	0%	/	-2%	?
O=C(NC(=O)c1ccc(Cl)c(Cl)c1)OC1CCS(=O)(=O)C1 (configuration not stated)	2%	-1%	7%	-4%	-4%	5%	-2%	-6%
Cc1ccc(-c2nn[nH]n2)cc1Cl	2%	i	-4%	/	-8%	/	-3%	/
COCCSc1nnc(NC(=O)C2CC(=O)N(c3ccc(OC)cc3)C2)s1 (configuration not stated)	5%	2%	-4%	1%	4%	9%[46 µM]	-1%	4%
CC1CCc2c(sc3ncnc(NS(=O)(=O)c4cccs4)c23)C1 (configuration not stated)	10%	i	-1%	?	-8%	/	-6%	5%
SMILES	GoLoco inh red	RECQ1 inh	KDM4E inh	ALDH1A1 inh	TRb SRC2 PPI	LMNA splice mod	TexasRed fluor	SMN2 splice enh
Cc1cc(/C=C(\C#N)C(=O)Nc2ccccc2F)c(C)[nH]1	7%	i	?	?	4%	/	2%	/
Cc1nc2ccc([N+](=O)[O-])cc2[nH]1	6%	i	-3%	-3%	-3%	-7%[46 µM]	-5%	0%
Cc1nc(Cl)sc1C(=O)Nc1ccccc1	-19%	i	4%	2%	-15%	5%	2%	-13%
COc1ccc(CN2C(=O)CCC(C(=O)O)C2c2ccccc2)cc1 (configuration not stated)	-4%	-15%	1%	14%	-2%	/	-2%	19%
COc1cccc(Cn2c(NCc3cccnc3)nc3c2c(=O)n(C)c(=O)n3C)c1	7%	i	17%	9%	-5%	-15%	-1%	-47%[inhibitor]
O=C(Cn1c(C(=O)N2CCN(C3CCCCC3)CC2)cc2sccc21)c1ccccc1	5%	-10%	-5%	-7%	3%	-6%	-3%	5%
COc1ccc(C2C(=O)N(CCc3ccccc3)CC(=O)N2C2CCCC2)cc1 (configuration not stated)	-12%	-13%	11%	-9%	-4%	-2%	-6%	-11%
COc1ccc(C(=O)c2ccccc2)c(OCC(=O)NC2CC2)c1	13%	i	?	-2%	8%	10%[46 µM]	-3%	-17%
CC(C)Oc1ccccc1C1Nc2ccccc2C(=O)N1c1ccc2c(c1)OCCO2 (configuration not stated)	13%	-14%	?	?	-4%	7%	1%	7.9µM*
O=C(NCc1ccccc1Cl)NC(=O)c1csc([N+](=O)[O-])c1	4%	i	0%	/	-3%	/	-2%	/
CCCC(C(=O)NCC1CCCO1)N(Cc1ccco1)C(=O)CNS(=O)(=O)c1ccc(F)cc1 (configuration not stated)	3%	-4%	-3%	?	-7%	-5%	-3%	12%
CCn1nc(C)c([N+](=O)[O-])c1C(=O)NNC(=O)c1ccccc1Cl	4%	12%	2%	2%	-7%	/	-1%	/
COc1ccc(/C=C/C(=O)O)cc1S(=O)(=O)N1CCC(Cc2ccccc2)CC1	-6%	-13%	-1%	/	-3%	/	-4%	/
O=C(Nc1ccon1)c1cnc2sccn2c1=O	/	i	-5%	-4%	4%	0%	-1%	/
COc1ccc(C(=O)NC(=S)NCc2ccco2)cc1	4%	i	-5%	/	-2%	/	-4%	/
